Source: PubChem
hIAP act – increases human intestinal alkaline phosphatase activity | P09923 | purified human IAP, CDP-Star luminescence, 30 min; active compounds read high; 1 = vehicle-only enzyme, 0 = enzyme-free background | activation factor at 10 µM | hit rate 0.16% among 330,000 | AID 2524;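 active = activation factor of the enzyme at least 2-fold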; note: the source names both 10 and 20 µM as test concentration; values of inactives mirror those of a sister screen read the other way
Apaf-1 inh – blocks human Apaf-1 apoptosome activity. AID 489030. reconstituted apoptosome caspase-3 activity, DEVD-Rh110 fluorescence. hit rate 0.71% among 330,000. inhibition, % at 20 µM; active = inhibition of at least 40% at 20 µM;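 note: plate controls were DMSO wells for no effect and DEVD-CHO caspase inhibitor wells for full effect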
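System – cell-free apoptosome with Apaf-1, procaspase-3 and caspase-9 · Buffer or medium – pH 7.5 Hepes buffer with CHAPS, BSA, DTT · Also added – cytochrome c with DEVD-Rh110 · Times – 30 min compound preincubation, 50 min activation, room temperature · Technique – Rh110 fluorescence intensity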
TIM10 inh – growth inhibitors of TIM10 yeast strain | S. cerevisiae TIM10 strain growth, BacTiter-Glo luminescence, 24 h | inhibition, % at 10 µM | hit rate 1.4% among 330,000 | AID 463195;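 active = inhibition of 40% or more at the single tested concentration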;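 note: wild-type TIM10 isogenic control strain grown at permissive 25 °C; 0% = DMSO yeast wells and 100% = minimal medium wells without yeast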
NLRP3 yeast inh – blocks the NALP3 inflammasome reconstituted in yeast | Yeast reconstituted NLRP3/ASC/caspase-1, beta-gal luminescence, 24 h | inhibition, % at 10 µM | hit rate 0.39% among 330,000 | AID 2825;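 active = inhibition of 50% or more; inactive = inhibition below 50%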;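 note: plate controls were induced DMSO wells for no effect and uninduced yeast grown without galactose for full effect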
ATG4B inh – ATG4B (human) cysteine protease inhibition | AID 504462 | Q9Y4P1 | hit rate 0.51% among 340,000 | inhibition, % at 8.33 µM | ATG4B cleavage of LC3-PLA2, NBD-HPC fluorescence, 1 h; in the data active = inhibition above about 40%
tim10-1 inh – tim10-1 yeast growth inhibition; S. cerevisiae tim10-1 ts strain growth, BacTiter-Glo, 24 h; inhibition, % at 20 µM; hit rate 2.2% among 330,000;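 active = inhibition of at least 40%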;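 note: mutant grown at 25 °C; 0% = DMSO wells with yeast and 100% = wells holding no yeast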
mIAP block – blocks mouse intestinal alkaline phosphatase; purified mouse IAP, CDP-Star luminescence, 30 min; inhibition, % at 10 µM; hit rate 0.2% among 330,000; AID 2806;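 active = inhibition of at least 40% at 10 µM in the primary screen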;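 note: plate controls were DMSO with enzyme for no effect and no enzyme wells for full effect; values of inactives mirror those of a sister screen read the other way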
hIAP inh – human IAP inhibition; hit rate 0.12% among 330,000; purified IAP, CDP-Star luminescence, 30 min; AID 2544; inhibition, % at 10 µM;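 active = inhibition reaching a set limit with compound at 10 µM in the primary screen, cut at about 35% in these data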;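 note: plate controls were DMSO wells with enzyme for no effect and no-enzyme buffer wells for full effect; values of inactives mirror those of a sister screen read the other way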
mIAP act – mouse IAP activation | muIAP, CDP-Star luminescence, 30 min; active compounds read high; 1 = vehicle-only enzyme signal, 0 = enzyme-free wells | AID 2805 | activation factor at 10 µM | hit rate 0.24% among 330,000;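 active = activation factor of at least 2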; note: the source names both 10 and 20 µM as test concentration; values of inactives mirror those of a sister screen read the other way
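System: mouse IAP enzyme. Reagent: CDP-Star chemiluminescent phosphatase substrate. Benchmarks: DMSO wells, no-enzyme wells. Times: 30 min enzyme-substrate-compound incubation at room temperature. Detection: luminescence from enzymatic CDP-Star hydrolysis. Doses: test compounds delivered from DMSO solution.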
* hit, by the source's call; / = no result given; & = joins results of further samples.

#1 CC(C)CCNC(=O)CNC(=S)N(CCCN1CCOCC1)Cc1cccs1
#2 Fc1ccc(N2CCN(c3ccc4c(C(F)(F)F)cc(C(F)(F)F)nc4n3)CC2)cc1
#3 O=C(NCc1nc(-c2ccccc2)no1)c1cccs1
#4 O=C(NC(=S)Nc1ccc2c(c1)OCO2)c1ccc(Cl)cc1
#5 CC1=CC(c2ccccc2)NC(=S)N1 (centres undefined)
#6 C/C(=N\NC(=O)c1c(Cl)c(C)nn1C)c1cccc(NC(=O)COc2ccc(Cl)cc2)c1
#7 C/C(=N\N1CCN(C2c3ccccc3-c3ccccc32)CC1)c1cccnc1
#8 C/C(=N\NC(=O)c1ccc(N2CCCC2=O)cc1)c1ccncc1
entry no.	1	2	3	4	5	6	7	8
hIAP act	1.22	0.916	1.2	0.895	0.91	0.928	1.23	0.983
Apaf-1 inh	-6.4	4.6	-3.1	-12.5	16.2	28.8	16.0	-9.4
TIM10 inh	12.0	-34.7	-17.5	5.6	13.6	-8.3	8.6	-21.8
NLRP3 yeast inh	11.8	16.3	33.0	5.8	20.0	4.8	21.2	-15.1
ATG4B inh	-9.3	-5.1	-0.2	-2.8	-6.7	-19.3	4.7	-1.6
tim10-1 inh	11.2	0.1	-8.2	9.2	29.2	7.2	26.6	8.8
mIAP block	-17.4	7.1	-9.4	10.4	2.7	0.8	1.6	-0.2
hIAP inh	-21.8	8.4	-19.8	10.5	9.0	7.2	-22.7	1.7
mIAP act	1.17	0.929	1.09	0.896	0.973	0.992	0.984	1

#9 O=C(NNC(=O)c1cccnc1)Nc1cccc2ccccc12
#10 COc1ccc(NC(=O)CCS(=O)(=O)c2ccc3nc(C)sc3c2)cc1OC
#11 CCN1C(=O)[C@H]2[C@@H](c3ccc(SC4CCCCC4)cc3)N[C@@](CC(C)C)(C(=O)OC)[C@H]2C1=O
#12 C/C(=N\NC(=O)CCC(=O)O)c1c(-c2ccccc2)c2cc(Br)ccc2[nH]c1=O
#13 CCOC(=O)[C@@H]1[C@H]2COc3ccc(Br)cc3[C@@H]2N2C(=O)N(c3cccc(F)c3)C(=O)[C@@]12C
#14 CCn1nc(NS(=O)(=O)c2ccccc2[N+](=O)[O-])c2cc3cccc(C)c3nc21
#15 COc1ccc(/C=C/C(=O)Nc2cc(F)ccc2C)cc1S(=O)(=O)N1CCOCC1
#16 CC1(OC(=O)CCc2ccccc2)C(=O)C=C2C=C(c3ccsc3)OC=C2C1=O (centres undefined)
entry no.	9	10	11	12	13	14	15	16
hIAP act	0.925	0.883	1.06	1.07	1.05	0.839	0.949	0.966
Apaf-1 inh	-5.6	2.8	21.0	-15.3	15.1	4.4	-3.2	19.9
TIM10 inh	-6.8	5.0	16.7	-7.7	18.7	23.1	-12.7	16.0
NLRP3 yeast inh	-4.1	3.8	15.3	5.3	14.3	7.4	-6.5	13.3
ATG4B inh	-6.9	1.0	0.5	-2.7	-1.8	-1.1	-6.8	/
tim10-1 inh	7.3	-2.0	6.1	-10.5	31.6	28.4	9.6	15.7
mIAP block	4.6	6.9	1.6	2.6	-7.3	8.9	7.1	19.1
hIAP inh	7.5	11.7	-6.2	-7.2	-5.1	16.1	5.1	3.4
mIAP act	0.954	0.931	0.984	0.974	1.07	0.911	0.929	0.809

#17 O=C(O)CCCNS(=O)(=O)c1ccc(Br)s1
#18 Cc1ccc2nc(-c3cccc(S(=O)(=O)N(C)C)c3)cn2c1
#19 COCCC1CCCCN1Cc1cn(-c2ccccc2)nc1-c1ccc2c(c1)OCO2 (centres undefined)
#20 CC1CCCC(C)N1CCCNC(=O)Cn1c(=O)c2cccn2c2cccnc21 (centres undefined)
#21 COc1ccccc1CNc1nc(S(=O)(=O)c2ccccc2)c(Cl)s1
#22 COc1cc2c(cc1OC)CN(CC(=O)Nc1ccc(Cl)c(S(=O)(=O)N(C)C)c1)CC2
#23 O=C(NC1CCCCC1)N1CCCC(c2nc(-c3cccs3)no2)C1 (centres undefined)
#24 N/N=C1\CCCc2nonc21
entry no.	17	18	19	20	21	22	23	24
hIAP act	0.999	1.21	1.04	0.818	0.902	1.18	0.929	0.95
Apaf-1 inh	-20.7	-1.4	-9.3	8.9	16.0	18.7	-0.4	-3.6
TIM10 inh	5.7	13.5	-6.0	1.1	9.3	7.8	19.1	6.9
NLRP3 yeast inh	-12.4	-34.0	6.9	-2.4	3.2	1.9	8.9	23.7
ATG4B inh	-7.4	1.2	5.6	1.7	13.6	/	2.8	-4.5
tim10-1 inh	-3.6	16.5	-12.6	-5.2	18.4	8.1	35.4	-7.0
mIAP block	5.3	2.7	-7.1	-1.3	7.7	-8.2	10.8	-10.1
hIAP inh	0.1	-20.6	-3.8	18.2	9.8	-18.3	7.1	5.0
mIAP act	0.947	0.973	1.07	1.01	0.923	1.08	0.892	1.1

#25 CN1C2CC(OC(=O)C(CO)c3ccccc3)CC1C1OC12 (centres undefined)
#26 CCOC(=O)c1c(-c2ccccc2Cl)cn2ccccc12
#27 Cc1c(/C=N/NC(=O)c2ccc(O)cc2)c2ccccn2c1C(=O)c1ccc(F)cc1
#28 COc1ccc(NC(=S)NCCCN2CCCC2)cc1Cl
#29 Cc1cccc(C)c1NC(=O)CCCSc1nnc(-c2ccco2)o1
#30 C[C@H](CO)N1C[C@H](C)[C@@H](CN(C)Cc2ccncc2)Oc2c(NC(=O)C3CC3)cccc2C1=O
#31 CCOC(=O)C1CCCN(Cc2nc(Cc3cccc(F)c3)no2)C1 (centres undefined)
#32 COc1ccc2c(c1)C(=O)/C(=C/C=C/c1ccccc1)CC2
entry no.	25	26	27	28	29	30	31	32
hIAP act	1.14&0.883&1.14	0.973	0.793	0.963	0.96	0.819	1.02	0.883
Apaf-1 inh	2.5&-9.3&4.4	19.0	9.5	3.7	7.2	2.4	0.9	22.9
TIM10 inh	-6.7&-1.1&-6.2	21.1	0.8	-6.4	-0.1	-0.3	4.1	29.7
NLRP3 yeast inh	7.3&26.8&1.7	1.3	-5.4	3.5	1.9	14.3	16.9	1.9
ATG4B inh	15.1&-1.9&1.9	9.1	6.0	-1.4	4.6	-12.3	-10.2	-6.2
tim10-1 inh	-6.6&7.0&6.0	21.9	4.5	0.3	29.7	6.3	4.6	34.5
mIAP block	-1.4&-0.6&-7.2	0.8	11.1	3.6	3.3	8.6	1.8	5.9
hIAP inh	-14.2&11.7&-14.1	2.7	20.7	3.7	4.0	18.0	-2.4	11.7
mIAP act	1.01&1.01&1.07	0.992	0.889	0.964	0.967	0.914	0.982	0.941

A draw from above in order of count of non-hydrogen atoms, ascending.
#26 CCOC(=O)c1c(-c2ccccc2Cl)cn2ccccc12
#32 COc1ccc2c(c1)C(=O)/C(=C/C=C/c1ccccc1)CC2
#29 Cc1cccc(C)c1NC(=O)CCCSc1nnc(-c2ccco2)o1
entry no.	26	32	29
hIAP act	0.973	0.883	0.96
Apaf-1 inh	19.0	22.9	7.2
TIM10 inh	21.1	29.7	-0.1
NLRP3 yeast inh	1.3	1.9	1.9
ATG4B inh	9.1	-6.2	4.6
tim10-1 inh	21.9	34.5	29.7
mIAP block	0.8	5.9	3.3
hIAP inh	2.7	11.7	4.0
mIAP act	0.992	0.941	0.967

(more compounds)
#33 N#Cc1ccccc1N1CCN(C(=O)c2ccc(NC(=O)c3ccc(Br)o3)cc2)CC1
#34 Cc1ccc(S(=O)(=O)CC(N)=O)cc1
#35 Cc1cc(C)cc(NC(=O)C2(c3ccccc3)CC2(Cl)Cl)c1 (centres undefined)
#36 COc1ccc(Cl)cc1NC(=O)C/C(C)=N/NC(=O)CCc1ccccc1
#37 O=C(c1ccccc1)c1ccc(OC(=O)C2CCCCC2)cc1
#38 Cc1sc2nc(CSC(C)C(=O)N3CCOCC3)[nH]c(=O)c2c1C (centres undefined)
#39 Cc1ccc(S(=O)(=O)N2CCCCC2CCNC(=O)C(=O)NCc2ccncc2)cc1 (centres undefined)
#40 Cc1cc2ccccn2c1C(=O)c1ccc(S(=O)(=O)N(C)C)cc1
entry no.	33	34	35	36	37	38	39	40
hIAP act	1.14	0.745	0.997	0.998	1.03	1.02	1.01	0.977
Apaf-1 inh	3.6	-10.8	21.5	-1.8	7.0	1.9	2.1	4.2
TIM10 inh	19.7	0.4	40.6*	7.1	5.4	4.6	1.5	5.7
NLRP3 yeast inh	10.9	18.1	18.4	11.0	-10.7	-0.9	9.8	14.1
ATG4B inh	3.6	2.0	0.6	-5.9	-2.1	-8.7	8.4	2.5
tim10-1 inh	27.2	-7.1	37.2	7.4	0.2	-2.4	21.9	10.4
mIAP block	-5.9	5.8	-52.6	5.5	-1.0	-7.1	-4.8	10.3
hIAP inh	-13.5	25.5	0.3	0.2	-3.5	-1.8	-0.7	2.3
mIAP act	1.06	0.942	1.53	0.945	1.01	1.07	1.05	0.897

#41 Fc1ccc(CNc2ncnc3cc(Cl)ccc23)cc1
#42 O=C(CSc1nccn1-c1cccc(F)c1)NC1CCCC1
#43 O=S(=O)(Nc1nc2ccccc2[nH]1)c1ccccc1
#44 COc1ccccc1CNC(=O)C1CCN(C(=O)[C@@H]2Cc3ccccc3CN2)CC1
#45 COC(=O)c1cc2occc2n1Cc1cccc(C)c1
#46 Cc1noc(C)c1C(=O)Nc1ccc(S(=O)(=O)N2CCCCC2)cc1
#47 COc1ccccc1C/C(N)=N/OC(=O)COc1ccc(C)cc1
#48 O=C(O)COc1ccc(Br)cc1CP(=O)(c1ccccc1)c1ccccc1
entry no.	41	42	43	44	45	46	47	48
hIAP act	0.989	0.973	1	1.16	0.936	1.29	0.927	0.888
Apaf-1 inh	-0.5	-7.2	-6.0	2.0	9.1	-3.8	6.3	-14.8
TIM10 inh	19.4	1.0	-4.1	6.9	-0.1	-0.2	28.1	5.7
NLRP3 yeast inh	47.3	2.5	22.2	8.0	20.3	17.0	23.5	6.1
ATG4B inh	11.5	2.1	-4.0	0.0	-7.3	-3.2	1.3	-3.7
tim10-1 inh	7.6	-5.7	-7.0	-0.8	3.5	21.3	13.6	7.3
mIAP block	-3.2	2.7	1.8	-10.0	-5.1	1.1	-4.2	1.0
hIAP inh	1.1	2.7	-0.4	-16.1	6.4	-28.8	7.3	11.2
mIAP act	1.03	0.973	0.982	1.1	1.05	0.989	1.04	0.99

#49 COc1ccc(S(=O)(=O)N2CCCCCC2)cc1C(=O)N1CCN(c2ccccc2C)CC1
#50 Cc1ccc(N(CC(=O)NCc2ccco2)C(=O)CNS(=O)(=O)c2ccccc2)c(C)c1
#51 COc1cc(C(=O)Nc2cc(S(C)(=O)=O)ccc2Cl)ccc1OCC(=O)N1CCOCC1
#52 Cc1ccc(NC2c3ncccc3C(=O)N2Cc2cccs2)cc1 (centres undefined)
#53 O=C1CNC(=S)N1C1CCCCCC1
#54 O=C(N/N=C/c1ccoc1)c1ccccc1O
#55 COc1ccc(CCNC(=O)CCCNC(=O)Cn2cnc3sc(C)c(C)c3c2=O)cc1OC
entry no.	49	50	51	52	53	54	55
hIAP act	1.23	1.3	0.84	1.06	1.13	0.922	1.1
Apaf-1 inh	19.3	0.6	-8.0	2.8	2.2	7.0	-2.4
TIM10 inh	21.8	-2.7	-2.1	5.9	-2.6	2.8	-16.0
NLRP3 yeast inh	21.9	16.0	-4.3	22.5	12.2	20.7	8.6
ATG4B inh	4.2	3.1	3.5	-8.4	1.7	3.9	-13.1
tim10-1 inh	12.0	4.3	2.7	32.4	28.1	9.0	10.8
mIAP block	-6.7	-12.5	3.9	-0.7	-8.1	-3.4	-8.1
hIAP inh	-22.6	-29.6	16.0	-6.3	-12.8	7.8	-10.0
mIAP act	1.07	1.12	0.961	1.01	1.08	1.03	1.08

This is a random part of the collection; any-hit rate near 4.5%.
